High-throughput results (PubChem)
USP2a inh = qHTS Assay for Inhibitors of Ubiquitin-specific Protease USP2a Using CHOP2 as the Reporter. USP2 core, Ub-CHOP2 coupled fluorogenic reporter, 485/531. Potency, µM (top dose mostly 38.3 µM), inactives show top-dose activity change, negative = inhibition, hits mostly inhibitors. 0.01% of 330,000 active;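 further: potency means the concentration at half of the fitted maximal effect; plate controls were DMSO wells for no effect and full inhibition by NEM control for full effect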
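USP2 core (10nM final) preincubated 30min RT with compound in 20mM Tris-HCl pH 8.0, 2mM CaCl2, 2mM beta-mercaptoethanol, 0.05% CHAPS; 25nM Ub-CHOP2 plus 25nM reporter substrate added, fluorescence (Ex485/Em531) read after 60min.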
hERG WT inh = qHTS for Inhibitors of KCHN2 3.1: Wildtype qHTS | Voltage-gated inwardly rectifying potassium channel KCNH2 (Homo sapiens), Q12809 | U2OS, BacMam KCNH2, thallium flux FluxOr; active compounds read low | activity change, % at 1.84 µM | 0.37% of 340,000 active | AID 720551, 2013;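 active means maximum activity change below -70%; inconclusive means maximum activity change between -70% and -50%; inactive means maximum activity change above -50%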; further: on the % scale 0 is the no-effect control and ±100 the full control effect
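U2OS cells were transduced with wild-type KCNH2 virus (2.03 x 10^8 / mL) for 4 h at room temperature, then cultured overnight at 37 C. Thallium flux was read with FluxOr dye. Rate constants were normalized to DMSO controls.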
Menin MLL FP TR = qHTS Assay for Inhibitors Targeting the Menin-MLL Interaction in MLL Related Leukemias: Competition With Texas Red Labeled MLL-derived Mutant Peptide; Menin + Texas Red MLL mutant peptide, fluorescence polarization; Potency, µM (top dose mostly 61.6 µM), for the others: at the highest dose FP activity change, negative = inhibition, usual class: inhibitors; 0.23% of 270,000 active; active means well fitted inhibition curve with a large enough effect in the polarisation, with a control signal flat, not every such curve was filed as active; inconclusive means small, poorly fitted or top-dose-only effect, or effect the other way, or a change in a side signal; inactive means no such curve, though single readings can be large or run the other way; the % refers to the polarisation; further: potency means the concentration at half of the fitted maximal effect; % of control where 0% means no effect; many of its hits are not listed in these tables
B2AR arrestin = qHTS assay of beta-arrestin-biased ligands of beta2-adrenergic receptor. Beta-2 adrenergic receptor (Homo sapiens), P07550. beta-arrestin recruitment to beta2AR, cell-based reporter. Potency, µM (titrated, usually from 46.1 µM), without a hit: at the top dose activation, most hits filed as activators. 0.02% of 330,000 active. AID 492947, 2010;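 further: potency means the concentration at half of the fitted maximal effect; 0% = DMSO controls and full agonism = EC100 isoproterenol or metaproterenol; nearly all actives have a fitted effect of over 65% in size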
Target sequence (P07550 whole entry, looked up): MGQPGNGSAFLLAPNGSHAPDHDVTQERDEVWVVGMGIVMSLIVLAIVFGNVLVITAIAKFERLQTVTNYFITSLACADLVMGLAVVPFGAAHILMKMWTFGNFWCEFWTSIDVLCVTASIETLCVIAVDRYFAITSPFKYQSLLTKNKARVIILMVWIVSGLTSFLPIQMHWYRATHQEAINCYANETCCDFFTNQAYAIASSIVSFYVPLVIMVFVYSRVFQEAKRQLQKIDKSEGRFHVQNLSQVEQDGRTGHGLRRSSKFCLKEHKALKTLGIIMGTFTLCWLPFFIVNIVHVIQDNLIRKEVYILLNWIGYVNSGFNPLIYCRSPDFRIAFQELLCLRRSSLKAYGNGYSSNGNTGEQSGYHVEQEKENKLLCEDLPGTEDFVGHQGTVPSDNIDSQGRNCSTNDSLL
PKM2 activator = qHTS Assay for Activators of Human Muscle isoform 2 Pyruvate Kinase; Potency, µM (highest dose often 57.5 µM), without a hit: at the highest dose activation, actives largely listed as activators; purified PKM2, Kinase-Glo ATP luminescence, activation; response scale: 0% is enzyme alone, no compound; Pyruvate kinase PKM (Homo sapiens), P14618; AID 1631, 2009; 0.34% of 260,000 active; further: potency means the concentration at half of the fitted maximal effect; on the % scale 0 is the no-effect control and ±100 the full control effect; nearly all actives have a fitted effect of over 55% in size
Target sequence (P14618 whole entry, looked up, canonical isoform): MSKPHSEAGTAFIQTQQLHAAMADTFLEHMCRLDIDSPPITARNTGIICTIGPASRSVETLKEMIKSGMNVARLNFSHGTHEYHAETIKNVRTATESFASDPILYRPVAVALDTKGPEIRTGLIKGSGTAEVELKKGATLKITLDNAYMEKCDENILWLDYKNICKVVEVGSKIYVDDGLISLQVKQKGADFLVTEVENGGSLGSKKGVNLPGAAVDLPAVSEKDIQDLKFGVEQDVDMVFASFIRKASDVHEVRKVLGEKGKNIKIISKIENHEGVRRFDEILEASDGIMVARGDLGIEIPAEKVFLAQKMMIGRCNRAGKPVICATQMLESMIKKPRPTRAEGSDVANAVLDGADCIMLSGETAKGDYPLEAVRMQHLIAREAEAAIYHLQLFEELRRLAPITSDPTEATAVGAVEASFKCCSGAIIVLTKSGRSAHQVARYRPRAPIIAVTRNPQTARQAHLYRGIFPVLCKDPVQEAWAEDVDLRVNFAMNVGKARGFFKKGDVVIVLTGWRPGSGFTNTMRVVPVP
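ATP formation by purified human PK-M2, quantified via coupled luciferase luminescence after 1 h at room temperature with 0.1 mM ADP and 0.5 mM PEP final.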
Coupling enz = qHTS Assay for Inhibitors of Fructose-1,6-bisphosphate Aldolase from Giardia Lamblia: Coupling assay counterscreen; AID 2472, 2010; activity change, negative = inhibition, % at 58.2 µM, hits read low; coupling enzyme system counterscreen, AmpLite Red fluorescence; 0.67% of 290,000 active; in the data active means activity change below about -30%; further: on the % scale 0 is the no-effect control and ±100 the full control effect
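Compounds tested against the coupling enzymes alone at 57.5 uM final; readout was AmpLite Red fluorescence (525/598 nm) after 20 min at RT.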
GALK inhibitor = qHTS Assay for Inhibitors of Human Galactokinase (GALK) | P51570 | Purified GALK, Kinase-Glo residual ATP luminescence | Potency, µM (doses to about 57.5 µM), inactives show at the top dose activity change, negative = inhibition, most hits filed as inhibitors | 0.007% of 270,000 active; further: potency means the concentration at half of the fitted maximal effect; on the % scale 0 is the no-effect control and ±100 the full control effect
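Human GALK (5 nM) with 35 uM ATP and 100 uM galactose in 20 mM HEPES pH 8.0, 5 mM MgCl2, 60 mM NaCl, 1 mM DTT, 0.01% BSA. After 1 h at room temperature, leftover ATP was read by Kinase-Glo Plus luminescence.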
KCNH2 3.1 inh = qHTS for Inhibitors of KCHN2 3.1: Mutant qHTS; activity change, % (tested at about 1.8 µM); U2OS KCNH2 3.1, thallium flux FluxOr; active compounds read low; 0.95% of 340,000 active; Potassium voltage-gated channel subfamily H member 2, brain isoform KCNH2 3.1 (human);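 active means maximum activity change below -70%; inconclusive means maximum activity change from -70% to -50%; inactive means maximum activity change above -50%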;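 further: thallium influx rate constant from kinetic fluorescence after stimulation buffer; on the % scale 0 is the no-effect control and ±100 the full control effect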
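Normalized rate constant (relative to positive and negative DMSO controls) derived from a 2 min kinetic fluorescence read after stimulation; U2OS cells expressing the 3.1 isoform via virus at 1.77 x 10^8 /mL.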
MLL CXXC-DNA inh = qHTS Fluorescence Polarization Assay for Inhibitors of MLL CXXC domain - DNA interaction; Potency, µM (titrated, usually from 115 µM), inactives show top-dose activity change, negative = inhibition, most hits filed as inhibitors; MLL-CXXC / FITC-HOXA9 DNA fluorescence polarization; 0.037% of 290,000 active; Histone-lysine N-methyltransferase 2A (Homo sapiens), Q03164; active means well fitted inhibition curve with a large enough effect in the polarisation, with a control signal flat, not every such curve was filed as active; inconclusive means small, poorly fitted or top-dose-only effect, or effect the other way, or a change in a side signal; inactive means no such curve, though single readings can be large or run the other way; the % refers to the polarisation; further: potency means the concentration at half of the fitted maximal effect
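Fluorescence polarization: 7 uM MLL-CXXC (stock) preincubated 5 min with compounds, then 50 nM fluorescein-HOX-A9 DNA (stock) added; 30 min ambient. Buffer 50 mM Tris-HCl pH 7.5, 50 mM NaCl, 1 mM DTT, 0.05% BSA.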
TRPV1 ag = HTS Assay for Compounds that Act as Agonists of the Vanilloid Receptor 1; TRPV1-expressing cells, Fluo-8 calcium influx, agonist mode; activation, % at 8.33 µM; Transient receptor potential cation channel subfamily V member 1 (Homo sapiens), Q8NER1; 0.19% of 320,000 active; AID 540275, 2011; in the data active means activation above about 80%; inconclusive means between about 30% and that limit; further: 0% is about no effect
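TRPV1-expressing cells were cultured overnight at 35.5C and loaded with Fluo-8 calcium dye for 40 to 90 min at room temperature. After a 10 s baseline, compound was added and calcium influx was read kinetically for 3 min (ex 480/em 520 nm).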
Giardia kill = Small Molecules that selectively kill Giardia lamblia: qHTS; activity change, % at 7.66 µM, hits read low; Giardia lamblia trophozoite viability; 0.15% of 340,000 active; in the data active means activity change below about -80%; inconclusive means between about -30% and that limit;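 further: parasites exposed to compound for two days anaerobically before the ATP read; on the % scale 0 is the no-effect control and ±100 the full control effect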
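Compounds were tested on trophozoites seeded at 100 cells/well and held 48 hrs at 37 deg C anaerobically. An ATP-based luminescent kit measured the remaining live cells.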
Active calls of the source: *; i = inactive; ? = inconclusive; / = not tested or not shown; [ ] = another dose, or the depositor's remark. Unless noted, the call rests on the fitted dose curve; in most records, active means well fitted curve in the direction sought with a large enough effect; inconclusive means small, poorly fitted or top-dose-only effect, or another doubt; inactive means no such curve, though single readings can be large; an effect the other way counts as inactive or inconclusive. Some of the compounds tested; count on the stated rates, not on these rows.

SMILES	USP2a inh	hERG WT inh	Menin MLL FP TR	B2AR arrestin	PKM2 activator	Coupling enz	GALK inhibitor	KCNH2 3.1 inh	MLL CXXC-DNA inh	TRPV1 ag	Giardia kill
O=C(Nc1ccncc1)Nc1cccc(F)c1	0%	4	14%	-0.3%	-10%	0	-1%	3	-5%	?	-18
CCn1cc(/C=N/O)c(C)n1	-1%	-10	15%	0.4%	-6%	3	-3%	-23	7%	-3	-2
Cc1cccc(N2CC(C(=O)Nc3nnc(SCC(=O)Nc4nccs4)s3)CC2=O)c1 (stereo not given)	1%	-1	?	-0.3%	-1%	0	0%	-15	26%	-1	6
O=S(=O)(Nc1ccc(Cc2ccncc2)cc1)c1cccs1	-1%	10	6%	0.3%	26%	1	-1%	-25	-5%	0	6
Cc1ccc(-n2nc3c(N4CCC(C(=O)NCCc5ccccc5C)CC4)nnc(C)c3c2C)cc1	0%	32	/	-0.6%	/	/	-9%	-34	20%	?	-9
CN(/N=C/c1ccc([N+](=O)[O-])o1)c1ccccc1	0%	0	?	0.0%	/	-1	0%	-12	16%	2	?
O=C(Cc1ccc(Br)cc1)Nc1ccc2[nH]ncc2c1	-1%	9	?	0.5%	13%	1	3%	-8	7%	30	23
CC(C)c1nnc(NC(=O)Cc2ccccc2[N+](=O)[O-])s1	0%	1	-8%	0.1%	-1%	0	2%	-18	1%	5	-1
CCOC(=O)c1sc2nc(CC(=O)OC)nc(NCc3ccc(F)cc3)c2c1C	0%	0	-14%	-0.2%	11%	/	-6%	-14	-3%	8	36[activator]
CCc1ccc(NC(=O)COC(=O)/C=C/c2ccco2)cc1	3%	18	/	-0.2%	/	/	/	-121*	/	/	-4
CC1CCN(S(=O)(=O)c2ccc(Cl)s2)CC1	1%	-6	/	-1.2%	/	/	/	9	/	/	-27
COc1ccccc1C(=O)NC(=O)CSc1nncn1C	-2%	9	/	-1.0%	/	/	/	-4	/	1	-4
Cc1ccc(S(=O)(=O)N2CCN(C(=O)COC(=O)Cc3cccc(C(F)(F)F)c3)CC2)c(C)c1	-1%	1	/	-0.1%	/	/	/	-10	/	3	-8
CCn1ncc(/C=N\NC(=O)c2csc3ccccc23)c1C	-1%	9	0%	-0.9%	0%	0	2%	-11	-15%	-5	-3
O=C(c1ccccc1F)N1CCN(c2cnn(-c3cccc(Cl)c3)c(=O)c2Cl)CC1	-2%	-2	-19%	0.1%	6%	0	-1%	-17	22%	-6	9
COC(=O)c1c(C)oc(C)c1S(=O)(=O)N(Cc1ccccc1)C(C)C	2%	-3	/	0.1%	-1%	0	2%	0	21%	15	-13
CN(Cc1cccs1)S(=O)(=O)c1ccc(Cl)cc1F	-6%	11	/	0.2%	/	/	/	20	/	12	-15
Cc1ccc(CN2CCN(C/C(Cl)=C/c3ccccc3)CC2CCO)o1 (stereo not given)	1%	3	-17%	-0.6%	3%	1	-1%	-5	-1%	3	-3
Cc1ccc2nsnc2c1NC(=O)COc1ccccc1F	1%	1	-13%	0.3%	2%	2	0%	-6	3%	11	7
C=CCn1c(SCC(N)=O)nc2nc3c(cc2c1=O)COC(C)(C)C3	-1%	0	/	3.2%	4%	0	1%	10	-3%	5	-15
Cc1ccc2c(c1)N(C(=O)CCC(=O)NCCN1CCOCC1)CC(C)O2 (stereo not given)	1%	2	-4%	-1.6%	-3%	0	/	-13	/	-2	19
O=C(CNC(=O)c1ccc(Cl)cc1)OCn1nnc2ccccc2c1=O	1%	-16	/	0.5%	/	/	/	9	/	0	0
CC(Sc1nc(N)cc(=O)[nH]1)C(=O)Nc1nc2c(s1)CCCC2 (stereo not given)	2%	0	/	-0.4%	/	0	0%	-12	-5%	2	13
CC(C)(C)OC(=O)N1CCC(C(=O)O)CC1	-8%	-3	6%	-0.3%	-12%	4	0%	-3	-4%	-1	1
CCOc1cc(/C=N\Nc2ccc([N+](=O)[O-])cc2)ccc1OCC(=O)Nc1ccc(C)c(C)c1	3%	-1	/	-0.1%	-10%	-1	-1%	-3	-4%	/	17

Three compounds already listed, sorted by their value in B2AR arrestin, smallest number first:
smiles	B2AR arrestin
CC(Sc1nc(N)cc(=O)[nH]1)C(=O)Nc1nc2c(s1)CCCC2 (stereo not given)	-0.4%
Cc1ccc(S(=O)(=O)N2CCN(C(=O)COC(=O)Cc3cccc(C(F)(F)F)c3)CC2)c(C)c1	-0.1%
CC(C)c1nnc(NC(=O)Cc2ccccc2[N+](=O)[O-])s1	0.1%

Returning to the listing with the two entries that preceded the break.
SMILES	USP2a inh	hERG WT inh	Menin MLL FP TR	B2AR arrestin	PKM2 activator	Coupling enz	GALK inhibitor	KCNH2 3.1 inh	MLL CXXC-DNA inh	TRPV1 ag	Giardia kill
CC(C)(C)OC(=O)N1CCC(C(=O)O)CC1	-8%	-3	6%	-0.3%	-12%	4	0%	-3	-4%	-1	1
CCOc1cc(/C=N\Nc2ccc([N+](=O)[O-])cc2)ccc1OCC(=O)Nc1ccc(C)c(C)c1	3%	-1	/	-0.1%	-10%	-1	-1%	-3	-4%	/	17
Cc1nnc(N2CCOCC2)c2ccccc12	2%	12	9%	-0.4%	11%	0	5%	16	12%	0	-2
C/C(=N\NC(=S)NC1CCCCC1)c1cccs1	-6%	18	2%	?	4%	-4	-1%	-3	-6%	?	18
CCOc1ccc(-c2nnc3sc(COc4ccccc4)nn23)cc1	1%	-6	?	0.2%	-1%	2	0%	1	6%	?	0
NC(=O)c1cc(S(=O)(=O)NCCCc2ccco2)cs1	0%	-14	8%	-0.1%	4%[0.46 µM]	2	-1%	10	-8%	0	-4
Cc1cc(Cl)ccc1OCC(=O)N1CCCCC1	3%	5	3%	0.0%	-1%	4	-3%	-4	0%	?	-19
COc1ccc(-c2nnc3ccc(SCC(N)=O)nn23)cc1OC	2%	-19	-8%	-0.6%	-7%	-1	1%	15	-8%	-6	-9
CCOC(=O)c1cc(C#N)c(SCC(=O)O)[nH]c1=O	2%	0	-17%	-0.1%	-1%	-1	13%	0	2%	-1	-2
COc1ccc(-c2noc(=O)n2Cc2ccccc2Cl)cc1	2%	-13	?	-0.9%	/	3	0%	-13	11%	13	-11
O=C(Nc1ccc(Nc2ccccc2)cc1)c1ccco1	1%	-10	?	-0.6%	5%	2	-3%	18	2%	21	14
CC(C)CCNC(=O)NC(=O)CSc1nnc(-c2ccccc2Br)o1	1%	-14	?	0.0%	2%	0	-2%	20	-4%	0	-17
C=CCN(CC=C)C(=O)Nc1ccc2nc(C)sc2c1	2%	i	0%	-1.2%	1%	-1	/	9	-1%	-5	-15
O=c1oc2ccccc2n1CCn1c2ccccc2c2nc3ccccc3nc21	1%	9	-16%	0.0%	0%	2	0%	7	3%	6	7
CCOP(=O)(OCC)C(O)c1cc(OC)c(OC)c(OC)c1 (stereo not given)	4%	-2	-1%	-0.1%	-8%	3	1%	-4	-3%	9	7
Cc1ccc(C(=O)N/C(=C\c2cn(S(=O)(=O)N(C)C)c3ccccc23)C(=O)NCCCN2CCOCC2)cc1	2%	0	0%	-0.4%	/	1	2%	-16	-3%	11	30[activator]
O=c1[nH]nc(N/N=C/c2ccccc2OC(F)F)c(=O)[nH]1	4%	2	/	0.0%	1%	1	6%	?	-4%	0	-10
Cc1ccc(-n2ncc3c(=O)n(CC(=O)N(C)C)cnc32)cc1C	1%	-8	1%	-0.8%	3%[11.5 µM]	-1	-1%	5	6%	1	-1

Quoted from the listing.
O=C(Nc1ccc(Nc2ccccc2)cc1)c1ccco1 | Coupling enz = 2
C=CCN(CC=C)C(=O)Nc1ccc2nc(C)sc2c1 | MLL CXXC-DNA inh = -1%
CCOc1ccc(-c2nnc3sc(COc4ccccc4)nn23)cc1 | KCNH2 3.1 inh = 1
CC(C)CCNC(=O)NC(=O)CSc1nnc(-c2ccccc2Br)o1 | hERG WT inh = -14
